# Screening results (PubChem)
# Tau fibril ThT – tau fibrillization inhibition (ThT binding); AID 1460; Potency, µM (titrated, usually from 57.4 µM), inactives show top-dose activity, negative = inhibition, usual class: inhibitors; P10636; recombinant tau K18 P301L, heparin-induced fibrillization, ThT fluorescence; 2.1% of 270,000 active; also: % is scaled to controls: 0 for no effect and ±100 for the full control effect; nearly all actives have a fitted effect of over 55% in size
# Target sequence (P10636 561-689 P618L limits assumed): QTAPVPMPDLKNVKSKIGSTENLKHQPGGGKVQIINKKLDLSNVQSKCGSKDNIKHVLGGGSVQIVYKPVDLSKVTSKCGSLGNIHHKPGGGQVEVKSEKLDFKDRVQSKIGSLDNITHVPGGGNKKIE
#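 Fibril formation assay: tau K18 P301L at 15 uM with trace Alexa 594 label, heparin inducer 20 uM, pH 7 sodium acetate buffer, 37 C for 6 hr; endpoint ThT signal.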
# aGal spleen mod – alpha-galactosidase A (human) modulation; human spleen homogenate, 4MU-alpha-Gal fluorescence, 40 min; Potency, µM (doses to about 80 µM), for inactives: at the highest dose activity change, negative = inhibition, hits mostly inhibitors; 0.008% of 240,000 active;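 also: 0% = enzyme with vehicle and -100% = no enzyme basal signal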
# Target sequence (P06280 32-429 limits assumed): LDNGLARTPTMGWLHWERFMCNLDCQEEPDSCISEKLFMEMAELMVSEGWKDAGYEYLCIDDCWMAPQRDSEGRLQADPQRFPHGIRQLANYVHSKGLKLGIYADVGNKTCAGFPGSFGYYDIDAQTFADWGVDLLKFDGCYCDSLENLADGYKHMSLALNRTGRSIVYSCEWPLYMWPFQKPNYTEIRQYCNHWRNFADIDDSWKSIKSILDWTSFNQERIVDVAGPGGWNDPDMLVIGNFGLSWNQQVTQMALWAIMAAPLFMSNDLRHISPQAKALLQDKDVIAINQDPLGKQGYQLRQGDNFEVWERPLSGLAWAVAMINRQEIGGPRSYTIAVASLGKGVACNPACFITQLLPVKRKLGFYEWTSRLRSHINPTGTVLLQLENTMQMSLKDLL
#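 Human spleen homogenate (1 ug) as enzyme source, 4-methylumbelliferyl-alpha-D-galactopyranoside 1 mM final, citrate/phosphate pH 5.0 with 0.01% Tween-20. Compounds 40 min at 37C, NaOH/glycine stop; fluorescence Ex 365/Em 440, Hill-fit AC50.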
# GAA glycogen – GAA glycogen-cleavage inhibition or activation; 0.38% of 300,000 active; recombinant GAA, glycogen substrate, Amplex Red glucose oxidase fluorescence; Potency, µM (series often up to 76.4 µM), for inactives: top-dose activity change, negative = inhibition, hits mostly inhibitors; P10253;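 also: 0% = full enzyme reaction and -100% = no-enzyme basal signal; the screen sought inhibitors and activators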
#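 Recombinant human alpha-glucosidase (4 nM final) hydrolysed bovine liver glycogen (30 ug) for 40 min at 37 C in pH 5.0 citrate/phosphate with 0.01% Tween-20. Released glucose detected by glucose oxidase/Amplex Red, Ex 573/Em 610 nm. Compounds up to 77 uM; AC50 from Hill fits.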
# Tau fluor counter – counter-screen for tau fibril formation inhibitors | tau K18 P301L Alexa594 fluorescence, heparin fibrillization | Potency, µM (titrated, usually from 57.7 µM), for the others: at the highest dose activity change, negative = decrease | 0.93% of 280,000 active | AID 1463; also: % is scaled to controls: 0 for no effect and ±100 for the full control effect; nearly all actives have a fitted effect of over 55% in size
#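 Human tau K18 P301L (15 uM unlabeled, 0.24 uM Alexa 594-labeled) in 100 mM sodium acetate pH 7 with 20 uM heparin, 6 hr at 37 C. ThT 30 uM added, 1 hr ambient; Alexa 594 FP and total fluorescence read at 555/632 nm.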
# HTT ATP protect – protects HTT-Q103 PC12 cells, measured by ATP | 0.14% of 230,000 active | Potency, µM (doses to about 56.4 µM), for inactives: cytoprotection (ATP increase), hits mostly activators | PC12 HTT-Q103 induced, cytoprotection, ATP luminescence, 40 h;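 also: % of control where 0% means no effect; nearly all actives have a fitted effect of over 45% in size; toxic huntingtin expression switched on by the ecdysone agonist tebufenozide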
#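 ATP quantification (ATPlite) reports survival of PC12 cells in which tebufenozide, 100 nM final, switches on Htt exon 1 with 103 glutamines linked to GFP; compounds are titrated.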
# GAA inhib – alpha-glucosidase (human) inhibition; purified human GAA, 4-MU-alpha-glucoside fluorescence; AID 1466; Potency, µM (titrated, usually from 76.9 µM), without a hit: at the highest dose activity change, negative = inhibition, most hits filed as inhibitors; P10253; 0.005% of 200,000 active;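 also: plate controls were uninhibited enzyme wells for no effect and no-enzyme background for full effect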
#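 Compounds are titrated up to 77 uM against 4 nM human enzyme. Substrate 4-methylumbelliferyl-alpha-D-pyranoside (400 uM) reacts 20 min at room temperature in pH 5.0 buffer; liberated 4-methylumbelliferone is read at 440 nm.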
# Tau FP inhib – blocks human tau fibril formation measured by polarization | Potency, µM (series often up to 57.7 µM), for inactives: at the top dose activity, negative = inhibition, most hits filed as inhibitors | K18 P301L tau heparin fibrillization, Alexa594 FP, 6 h | P10636 | 0.39% of 280,000 active; also: % is scaled to controls: 0 for no effect and ±100 for the full control effect; nearly all actives have a fitted effect of over 55% in size
#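 Read-out: fluorescence polarization of Alexa 594-labeled tau (0.24 uM), 555 nm excitation, 632 nm emission. Mixtures held 15 uM unlabeled K18 P301L, compound and 20 uM heparin, pH 7 acetate buffer, incubated 6 hr at 37 C.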
# aGlu spleen mod – inhibitors or activators of human alpha-glucosidase in spleen homogenate; AID 2112; 0.006% of 240,000 active; human spleen homogenate, 4-MU-alpha-glucoside fluorescence; P10253; Potency, µM (top dose mostly 79.9 µM), for inactives: top-dose activity change, negative = inhibition, hits mostly inhibitors;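 also: 0% = enzyme with vehicle and -100% = no enzyme basal signal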
#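 Compounds were titrated against alpha-glucosidase in spleen homogenate at pH 5.0, with 1 mM 4-methylumbelliferyl substrate for 40 min at 37 C. Reactions were quenched with pH 10 NaOH/glycine and fluorescence measured.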
# Numbers without * were called inactive; ? = inconclusive; nt = no result given; & = joins results of further samples; [ ] = remark or other dose. Calls follow the shape of the dose curve; as a rule, active = well fitted curve in the direction sought with a large enough effect; inconclusive = small, poorly fitted or top-dose-only effect, or another doubt; inactive = no such curve, though single readings can be large; an effect the other way counts as inactive or inconclusive. Potency is read from the fitted curve at half-maximal effect.
no.	smiles	Tau fibril ThT	aGal spleen mod	GAA glycogen	Tau fluor counter
1	O=[N+]([O-])/C=C1\CCCCCN1	-3%	2%	6%	-6%
2	O=C(O)[C@H]1NCCC[C@H]1C(=O)O	-14%	10%	nt	-16%
3	Fc1ccc2nc(Nc3nc4c(F)cccc4s3)sc2c1	?	5%	-1%	?
4	O=C1CN(C(=O)COC(=O)CNC(=O)c2ccc(Cl)cc2)c2ccccc2N1	-3%	-12%	2%	-2%
5	O=C(/C=C/c1ccccc1Cl)Nc1cccc(S(=O)(=O)NC2=NCCCCC2)c1	1%	9%	-7%	14µM*[quencher]
6	CCCc1cc(C(=O)N/N=C/c2ccc(CC)s2)c2ccccc2n1	1%	1%	2%	-7%
7	O=C(Nc1ccc(F)cc1F)c1cncc(Br)c1	-2%	-1%	7%	1%
8	Cc1c(C(=O)Nc2ccccc2F)sc2nc3n(c(=O)c12)CCC3	-11%	nt	-12%&-13%[76.3 µM]	-1%
9	COc1cc(Cn2c(C(=O)O)cc3sccc32)cc(OC)c1OC	-11%	2%	5%	-2%
10	CC(=O)Nc1ccc(S(=O)(=O)NC(CC(=O)NC2CCCCC2C)C(C)C)cc1 (configuration not stated)	-10%	6%	-10%	-2%
11	Cc1ccc(CN2CCN(Cc3cccc(C)n3)CC2CCO)cc1 (configuration not stated)	-5%	-3%	13%	-1%
12	Cc1ccc(C(=O)/C=C/c2cn(CC(O)CN3CCc4ccccc43)c3ccccc23)cc1 (configuration not stated)	?	nt	-26%[76.3 µM]	?

no.	HTT ATP protect	GAA inhib	Tau FP inhib	aGlu spleen mod
1	25%[10 µM]	nt	3%	-1%
2	nt	nt	-2%	1%
3	38%[10 µM]	1%	?	-4%
4	-5%	-9%	-10%	0%
5	nt	-4%	?	3%
6	-83%[inhibitor]	1%	-9%	-7%
7	4%[10 µM]	-12%	4%	-1%
8	nt	nt	3%	nt
9	-3%[10 µM]	3%	3%	-8%
10	20%[10 µM]	-1%	0%	7%
11	2%[10 µM]	4%	4%	0%
12	nt	nt	4%	nt

# The results go on:
no.	smiles	Tau fibril ThT	aGal spleen mod	GAA glycogen	Tau fluor counter
13	O=C(c1ccccc1)c1ccc2c(c1)OCCOCCOCCO2	-5%	8%	-10%	-13%
14	CCCc1cc(=O)[nH]c(SC(CC)C(=O)Nc2ccccc2C#N)n1 (configuration not stated)	-5%	-3%	6%	-2%
15	COc1ccc(/C(C)=C(\C#N)C(=O)OC(C)C)cc1OC	-3%	1%	1%	1%
16	COc1cc(NC(=O)CCCc2c[nH]c3ccccc23)cc(OC)c1	?	0%	-7%	?
17	COc1ccccc1NC(=O)Nc1ccccc1C(=O)NCCCN1CCOCC1	-9%	-8%	14%	-9%
18	CC(C)n1c2ccccc2c2nc3ccccc3nc21	?	9%	2%	-21%
19	O=C(Nc1ccc(-c2nc3ncccc3o2)cc1)c1ccco1	?	0%	-4%	-7%
20	S=c1[nH]nc(-c2cccnc2)n1/N=C/c1ccc(Br)s1	-15%	2%	7%	-11%
21	CNC(=S)NNC(=O)c1cccc(C(F)(F)F)c1	-14%	4%	-23%	-12%
22	CCOc1ccc2nc(SCC(=O)NCc3ccco3)sc2c1	-17%	0%	9%	-6%
23	O=C(c1cc2cc(Br)ccc2s1)N1CCOCC1	1%	9%	2%	-1%
24	Cc1ccc(N(Cc2cccs2)C(=O)c2ccc(Br)o2)cc1	-9%	nt	5%[76.3 µM]	-5%
25	COc1ccc(-c2ccc(CCC(=O)O)n2CC(=O)Nc2cccc(C(F)(F)F)c2)cc1	-17%	nt	-4%[76.3 µM]	-23%

no.	HTT ATP protect	GAA inhib	Tau FP inhib	aGlu spleen mod
13	-9%[10 µM]	nt	-13%	7%
14	-11%[0.074 µM]	-13%	-2%	-2%
15	9%[10 µM]	0%	-2%	-3%
16	-18%[1.9 µM]	-5%	7%	3%
17	0%[10 µM]	-3%	-10%	-7%
18	-5%	-6%	-12%	4%
19	-44%[inhibitor][0.074 µM]	?	3%	1%
20	12%[10 µM]	8%	-3%	-1%
21	-7%[10 µM]	-8%	-6%	1%
22	-30%	7%	10%	-2%
23	16%[10 µM]	6%	-4%	4%
24	nt	nt	6%	nt
25	nt	nt	-1%	nt

# Compound profiles (already shown).
# Cc1ccc(N(Cc2cccs2)C(=O)c2ccc(Br)o2)cc1 as listed: Tau fibril ThT: -9%; aGal spleen mod: nt; GAA glycogen: 5%[76.3 µM]; Tau fluor counter: -5%; HTT ATP protect: nt; GAA inhib: nt; Tau FP inhib: 6%; aGlu spleen mod: nt
# COc1cc(NC(=O)CCCc2c[nH]c3ccccc23)cc(OC)c1 as listed: Tau fibril ThT: ?; aGal spleen mod: 0%; GAA glycogen: -7%; Tau fluor counter: ?; HTT ATP protect: -18%[1.9 µM]; GAA inhib: -5%; Tau FP inhib: 7%; aGlu spleen mod: 3%
# COc1cc(Cn2c(C(=O)O)cc3sccc32)cc(OC)c1OC as listed: Tau fibril ThT: -11%; aGal spleen mod: 2%; GAA glycogen: 5%; Tau fluor counter: -2%; HTT ATP protect: -3%[10 µM]; GAA inhib: 3%; Tau FP inhib: 3%; aGlu spleen mod: -8%

# 3 compounds already listed, arranged by number of heavy atoms, lowest first.
no.	smiles	Tau fibril ThT	aGal spleen mod	GAA glycogen	Tau fluor counter
23	O=C(c1cc2cc(Br)ccc2s1)N1CCOCC1	1%	9%	2%	-1%
22	CCOc1ccc2nc(SCC(=O)NCc3ccco3)sc2c1	-17%	0%	9%	-6%
25	COc1ccc(-c2ccc(CCC(=O)O)n2CC(=O)Nc2cccc(C(F)(F)F)c2)cc1	-17%	nt	-4%[76.3 µM]	-23%

no.	HTT ATP protect	GAA inhib	Tau FP inhib	aGlu spleen mod
23	16%[10 µM]	6%	-4%	4%
22	-30%	7%	10%	-2%
25	nt	nt	-1%	nt
